# KOR beta-arrestin-1 = kappa opioid receptor activators – cell-based, luminescence, uHTS, primary screen (AID 1777) | actives 0.02% (n = 280,000) | KOR beta-arrestin recruitment, luminescence; higher % means a stronger effect | activation, % at 10 µM; hits with a dose series show EC50 in µM; in the data active = activation above about 50%, passing the limit was not always enough; also: a part of the inactive calls stands beside numbers as strong as those of hits
# AID2073 = inhibitors of Mint1-CaV2.2 protein interaction, biochemical, HTRF (AID 2073); HTRF protein-protein interaction, Mint1-CaV2.2; higher % means a stronger effect; one-dose inhibition, % at 20 µM; IC50 in µM for titrated hits; actives 0.19% (n = 290,000); in the data active = inhibition mostly above about 51%, no sharp cut-off; also: some results filed as inactive read as strong as hits
# NOD1 NF-kB reporter = inhibition of NOD1-driven NF-kB reporter – cell-based, luminescence, uHTS, primary screen (AID 1578) | actives 1% (n = 290,000) | NOD1-driven NF-kB luciferase reporter cells, luminescence; higher % means a stronger effect | one-dose inhibition, % at 4 µM; EC50 in µM for titrated hits; in the data active = inhibition mostly above about 36%, no sharp cut-off; inactive = mostly below about 34%;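 also: HEK-293T reporter cells stimulated with the NOD1 agonist gamma-tri-DAP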
# P. falciparum M17LAP = P. falciparum M17LAP inhibitors, primary screen, biochemical, fluorogenic H-Leu-NHMec substrate, 1536-well (AID 1619); actives 0.38% (n = 220,000); inhibition, % at 30 µM, or IC50 in µM where a hit was titrated; recombinant M17LAP, H-Leu-NHMec fluorogenic kinetic assay; higher % means a stronger effect;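 active = compound inhibiting the enzyme by more than half at any dose during confirmatory dose-response retesting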;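 also: plate controls were full reaction with DMSO carrier for no effect and no enzyme background for full effect; strong numbers were not always called active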
# Dynein transport = dynein cargo transport inhibition | 3617.4 mouse cells, GR-EGFP nuclear translocation imaging; test concentration mostly 20 µM; stimulated with dexamethasone, 1 µM; hits give low values | z-score, hits read low | actives 0.47% (n = 220,000) | AID 1381;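 active = plate z-score of nuclear minus cytoplasmic receptor signal below a set negative limit, without overly bright fluorescence or cell loss, cut at about -3.5 in these data, passing the limit was not always enough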;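 also: z-score of nuclear minus cytoplasmic ring GR-EGFP intensity difference per well; some compounds called inactive have numbers as strong as hits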
#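 Buffer or medium: Induction medium lacking tetracycline, stripped serum | Also added: Dexamethasone agonist, 1.0 µM final, for 30 min | Timing: 48 h induction, 1 h compound, 30 min dex at 37 °C | Detection: Formaldehyde fixation, Hoechst nuclear stain, 10x automated fluorescence imaging | Measure: Nuclear versus cytoplasmic GR-EGFP signal, averaged per well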
# KOR beta-arrestin-2 = KOR antagonists, beta-arrestin recruitment, cell-based, luminescence, uHTS (AID 1778); KOR beta-arrestin recruitment, luminescence, antagonist mode; higher % means a stronger effect; inhibition, % at 10 µM, or IC50 in µM where a hit was titrated; actives 0.091% (n = 290,000); also: strong numbers were not always called active
# M1AAP inhibition = malaria alanyl aminopeptidase activity blockers – biochemical, fluorogenic H-Leu-NHMec substrate, 1536-well (AID 1445). actives 0.42% (n = 220,000). inhibition, % at 30 µM, or IC50 in µM where a hit was titrated. recombinant M1AAP, H-Leu-NHMec fluorogenic kinetic assay; higher % means a stronger effect;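 active = primary inhibition above the hit cutoff, then over 50% inhibition at one or more dose response concentrations, cut at about 23% in these data, passing the limit was not always enough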;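 also: plate controls were DMSO full reaction for no effect and no enzyme background for full effect; strong numbers were not always called active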
# HEK293 NOD2/NF-kB = NOD2 signaling inhibitors, cell-based, luminescence, uHTS, HEK293 (AID 1566); HEK293 NOD2/NF-kB luciferase reporter, luminescence; higher % means a stronger effect; inhibition, % at 4 µM; hits with a dose series show EC50 in µM; actives 0.63% (n = 290,000); also: many of its hits are not listed in these tables
# GPR55 activation = GPR55 agonists via beta-arrestin recruitment, primary screen, imaging, U2OS cells, beta-arrestin-GFP redistribution (AID 1961) | U2OS GPR55 beta-arrestin-GFP redistribution imaging; higher % means a stronger effect | activation, % at 10 µM; hits with a dose series show EC50 in µM | actives 0.048% (n = 290,000);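 active = activation above 40% with more than 50 cells counted in the well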;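 also: U2OS osteosarcoma cells stably expressing GPR55 and beta-arrestin-GFP; plate controls were DMSO negative control for no effect and LPI positive control for full effect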
# Dynein transport cytoplasmic EGFP = also measured in Dynein transport; calls as there; z-score; measured here: cytoplasmic GR-EGFP intensity; hits give high values
# Dynein transport nuclear GR-EGFP = further read-out of Dynein transport, marked with its call; z-score; measured here: nuclear GR-EGFP intensity;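 lower value marks the stronger effect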
# Dynein transport cell count = recorded beside Dynein transport, whose call it bears; z-score; measured here: cell count per field
# Starred values were filed as active, the others as inactive; . = no result given; [ ] = another dose, or the depositor's remark. Rule as the data show it, unless noted: active = inhibition above about 50%; inactive = the rest.
# Second line of a record – KOR beta-arrestin-1	AID2073	NOD1 NF-kB reporter	P. falciparum M17LAP	Dynein transport	Dynein transport cytoplasmic EGFP	Dynein transport nuclear GR-EGFP	Dynein transport cell count	KOR beta-arrestin-2	M1AAP inhibition	HEK293 NOD2/NF-kB	GPR55 activation
> Cc1nc(SC2CC(=O)N(c3ccc([N+](=O)[O-])cc3)C2=O)nc2c1CCCC2 (stereo not drawn)
 : 6.8%	-60%	4%	-3%	-0.73	-0.25	-0.27	0.00066	-16%	-5%	8%	-0.1%
> CCOc1ccccc1-c1nc(C(N)=O)c2[nH]c(=O)n(-c3cccc(C)c3)c2n1
 : -1.8%	-1%	7%	1%	1.7	-0.24	1.8	-2.1	-7%	1%	7%	0.0%
> Clc1nc2ccccc2cc1/C=N/Nc1nc2ccccc2[nH]1
 : 0.2%	42%	-33%	-1%	0.88	-0.11	0.66	-0.8	-44%	-2%	-77%	1.5%
> CCN1CCCC1CNS(=O)(=O)c1c(C)cc(C)cc1C (stereo not drawn)
 : 5.6%	-7%	-14%	.	.	.	.	.	-19%	.	-24%	0.2%
> O=C1CC(c2ccc(O)c(O)c2)Oc2c1ccc(O)c2O (stereo not drawn)
 : 0.6%	38%	-7%	14%	-0.85	-0.74	-0.18	0.084	14%	10%	0%	0.6%
> COc1ccc(CCNC(=O)Oc2ccccc2)cc1OC
 : 2.6%	12%	-10%	.	.	.	.	.	5%	.	3%	-0.1%
> COCCn1c(SCC(=O)NCCc2ccccc2)nnc1-c1ccco1
 : -2.1%	8%	-22%	6%	0.69	-0.25	0.8	-1	-25%	1%	-30%	-0.2%
> Cn1cc(-c2ccc(Cl)cc2)cc(C#N)c1=O
 : 0.4%	12%	-48%	-3%	-0.15	0.058	-0.027	-0.3	-19%	7%	9%	0.1%
> C=CCNC(=S)Nc1nc2c(cc1C(=O)OCC)COC(C)(C)C2
 : 6.0%	-16%	-6%	9%	-0.68	-0.27	-0.44	0.87	-9%	3%	2%	0.3%
> CC(=O)Nc1ccc(NC(=O)Cc2sc(C)nc2-c2ccc(C)cc2)cc1
 : -2.2%	0%	-19%	6%	-0.52	-0.25	-0.22	0.44	-3%	6%	13%	-0.2%
> COc1ccccc1NC(=O)c1sc(NC(=O)c2ccco2)c(C#N)c1C
 : 5.2%	16%	-9%	0%	1.1	-0.19	0.6	1.9	-12%	3%	6%	0.3%
> O=C1c2oc3ccc(Cl)cc3c(=O)c2C(c2cccnc2)N1Cc1ccco1 (stereo not drawn)
 : 6.6%	2%	16%	.	.	.	.	.	-2%	.	15%	0.2%
> N/C(=N\OC(=O)c1ccc([N+](=O)[O-])cc1)c1cccnc1
 : -1.3%	25%	-24%	2%	0.34	-0.27	0.35	0.14	-9%	1%	-17%	-0.2%
> COC(=O)c1sccc1-n1cccc1C(=O)C(=O)N1CCCC1
 : -0.8%	-5%	18%	-1%	-0.19	-0.072	-0.47	0.004	5%	17%	13%	-0.1%
> Cc1[nH]c(C)c2c(=O)n(-c3ccccc3)ncc12
 : -2.2%	4%	-30%	5%	3	0.29	2.2	-1.5	16%	10%	4%	-0.1%

# Some of these compounds in order of their number in AID2073, low to high:
# Second line of a record – KOR beta-arrestin-1	AID2073	NOD1 NF-kB reporter	P. falciparum M17LAP	Dynein transport	Dynein transport cytoplasmic EGFP	Dynein transport nuclear GR-EGFP	Dynein transport cell count	KOR beta-arrestin-2	M1AAP inhibition	HEK293 NOD2/NF-kB	GPR55 activation
> C=CCNC(=S)Nc1nc2c(cc1C(=O)OCC)COC(C)(C)C2
 : 6.0%	-16%	-6%	9%	-0.68	-0.27	-0.44	0.87	-9%	3%	2%	0.3%
> CCOc1ccccc1-c1nc(C(N)=O)c2[nH]c(=O)n(-c3cccc(C)c3)c2n1
 : -1.8%	-1%	7%	1%	1.7	-0.24	1.8	-2.1	-7%	1%	7%	0.0%
> O=C1c2oc3ccc(Cl)cc3c(=O)c2C(c2cccnc2)N1Cc1ccco1 (stereo not drawn)
 : 6.6%	2%	16%	.	.	.	.	.	-2%	.	15%	0.2%
> N/C(=N\OC(=O)c1ccc([N+](=O)[O-])cc1)c1cccnc1
 : -1.3%	25%	-24%	2%	0.34	-0.27	0.35	0.14	-9%	1%	-17%	-0.2%

# Record cards, from the list above:
# Results for `Clc1nc2ccccc2cc1/C=N/Nc1nc2ccccc2[nH]1` = KOR beta-arrestin-1 = 0.2%; AID2073 = 42%; NOD1 NF-kB reporter = -33%; P. falciparum M17LAP = -1%; Dynein transport = 0.88; Dynein transport cytoplasmic EGFP = -0.11; Dynein transport nuclear GR-EGFP = 0.66; Dynein transport cell count = -0.8; KOR beta-arrestin-2 = -44%; M1AAP inhibition = -2%; HEK293 NOD2/NF-kB = -77%; GPR55 activation = 1.5%
# Results for `COCCn1c(SCC(=O)NCCc2ccccc2)nnc1-c1ccco1` = KOR beta-arrestin-1 = -2.1%; AID2073 = 8%; NOD1 NF-kB reporter = -22%; P. falciparum M17LAP = 6%; Dynein transport = 0.69; Dynein transport cytoplasmic EGFP = -0.25; Dynein transport nuclear GR-EGFP = 0.8; Dynein transport cell count = -1; KOR beta-arrestin-2 = -25%; M1AAP inhibition = 1%; HEK293 NOD2/NF-kB = -30%; GPR55 activation = -0.2%
# Results for `COC(=O)c1sccc1-n1cccc1C(=O)C(=O)N1CCCC1` = KOR beta-arrestin-1 = -0.8%; AID2073 = -5%; NOD1 NF-kB reporter = 18%; P. falciparum M17LAP = -1%; Dynein transport = -0.19; Dynein transport cytoplasmic EGFP = -0.072; Dynein transport nuclear GR-EGFP = -0.47; Dynein transport cell count = 0.004; KOR beta-arrestin-2 = 5%; M1AAP inhibition = 17%; HEK293 NOD2/NF-kB = 13%; GPR55 activation = -0.1%

# New compounds follow
# Second line of a record – KOR beta-arrestin-1	AID2073	NOD1 NF-kB reporter	P. falciparum M17LAP	Dynein transport	Dynein transport cytoplasmic EGFP	Dynein transport nuclear GR-EGFP	Dynein transport cell count	KOR beta-arrestin-2	M1AAP inhibition	HEK293 NOD2/NF-kB	GPR55 activation
> Cc1nc(C(C)N(C)Cc2nc(Cc3ccccc3F)no2)c(C)s1 (stereo not drawn)
 : .	-16%	-4%	-8%	-0.51	-0.19	-0.35	0.26	-5%	1%	9%	-0.2%
> Cc1sc(NC(=O)c2c(F)cccc2F)nc1-c1ccccc1
 : -2.2%	9%	29%	.	.	.	.	.	-52%[20 µM]	.	-105%	0.3%
> COc1ccccc1NS(=O)(=O)c1ccc(NC(=O)N2CCCCC2)cc1
 : 0.0%	13%	-3%	.	.	.	.	.	15%	.	7%	-0.1%
> COc1ccccc1N(CC(=O)NCCSC(C)(C)C)S(C)(=O)=O
 : 4.7%	4%	-10%	5%	1.5	-0.21	0.85	-0.94	14%	4%	0%	-0.2%
> S=c1[nH]nc(-c2cc(-c3ccccc3)n[nH]2)n1/N=C/C=C/c1ccco1
 : 0.1%	-12%	-4%	0%	-0.89	-0.15	-0.42	0.15	4%	12%	19%	-0.2%
> CCCN(CCC)Cc1c(C(=O)OCC)nnn1-c1nonc1N
 : -4.7%	0%	-11%	-3%	-0.41	-0.43	0.092	0.94	14%	3%	-33%	-0.1%
> COC1CCCCC1NS(=O)(=O)c1ccccc1 (stereo not drawn)
 : -0.4%	-7%	-18%	-3%	-0.2	-0.25	0.18	1.6	25%	6%	6%	-0.1%
> CSc1ccc(S(=O)(=O)N2CCC(C(=O)NCc3ccncc3)CC2)cc1
 : 1.4%	2%	-12%	.	.	.	.	.	-56%	.	3%	0.3%
> CCn1ncc(CN2CCC(C(=O)Nc3cccc(-c4cccc(F)c4)c3)CC2)c1C
 : 2.4%	10%	-41%	.	.	.	.	.	-31%	.	-15%	-0.2%
> COc1ccc(/C=C/C(=O)O)cc1S(=O)(=O)NCC1CCCO1 (stereo not drawn)
 : 0.5%	-4%	-14%	-13%	0.51	-0.27	0.16	0.16	6%	4%	-10%	-0.1%
> Cc1cc(C)cc(NC2=NCC(=O)N2Cc2ccccc2)c1
 : -2.5%	-9%	-1%	-13%	1.9	-0.3	1.6	-0.59	-10%	10%	15%	-0.1%
> Cc1cnc(NC(=O)c2c(Cl)cnn2C)s1
 : 10%	-7%	-38%	.	.	.	.	.	5%	.	-4%	0.3%
> CCc1ccccc1NC(=O)Cc1cn(C)c2ccccc12
 : 5.7%	3%	-22%	0%	-0.56	-0.33	-0.34	1	-30%	6%	-7%	0.1%
> COc1ccc(C(=O)C2CCCN(Cc3c(F)ccc(F)c3F)C2)c(OC)c1 (stereo not drawn)
 : -1.6%	7%	-7%	.	.	.	.	.	31%	.	10%	0.6%
> CC(C)N(C(=O)CSc1nnc(Cc2csc(Nc3ccccc3)n2)o1)C(C)C
 : -1.7%	-3%	13%	25%	-0.46	-0.18	-0.55	-0.024	-4%	5%	0%	-0.5%
> COc1cc(NC(=O)c2ccccc2)c(OC)cc1NC(=O)Cc1ccccc1
 : 3.7%	7%	-18%	.	.	.	.	.	-50%[20 µM]	.	19%	0.3%
> O=[N+]([O-])c1ccc(C2CCCC/C2=N/OCc2ccc(F)cc2)c([N+](=O)[O-])c1 (stereo not drawn)
 : 6.8%	11%	47%	-9%	1.4	-0.25	-0.21	-0.41	-31%	-2%	-7%	0.0%
> CCN(CC)S(=O)(=O)c1cccc(NC(=O)COC(=O)c2n[nH]c(=O)c3ccccc23)c1
 : 2.6%	0%	-29%	1%	-0.052	-0.35	-0.11	0.45	15%	4%	1%	-0.4%
> CCOC(=O)C1CCN(C(=O)N2CCOCC2)CC1
 : -3.5%	-10%	-9%	6%	-0.18	-0.26	-0.3	0.073	31%	9%	2%	0.5%
> CNC(=O)c1c(Br)cnn1-c1ccc(C)cc1
 : -3.2%	-2%	-70%	-1%	-0.4	-0.23	-0.29	-0.17	14%	-2%	-80%	-0.1%
> CSCCC(NS(=O)(=O)c1ccc(Cl)cc1)C(=O)OCC(=O)N(C(C)C)C(C)C (stereo not drawn)
 : 4.7%	-5%	23%	-5%	0.3	-0.055	0.21	-0.38	9%	-1%	9%	-0.1%
> COc1ccc(C(=O)NNC(=S)NC(=O)c2cccs2)cc1
 : 1.8%	-6%	-5%	.	.	.	.	.	-44%	.	12%	0.0%
> CCN(CC)c1ccc(C=Nc2ccccc2)c(O)c1
 : -6.7%	-1%	-28%	29%	-0.95	-0.15	-0.29	-0.77	-8%	11%	15%	-0.3%

# This is a subset; rates above refer to the full screens.
